Compound activity as filed in PubChem.
Large T inhibition – SV40 large T antigen inhibitors, biochemical (AID 1903); 310,000 tested, 0.39% active; SV40 large T antigen ATPase/helicase inhibition assay; higher % means a stronger effect; one-dose inhibition, % at 20 µM; IC50 in µM for titrated hits; in the data active = a potency from the dose series; inconclusive = inhibition mostly from about 32% at the one dose, without a potency; inactive = the rest, 99 in 100 with inhibition below about 32%; also: strong numbers were not always called active
HIV peptide binding – cell-free HIV fusion peptide-binding blockers – biochemical, uHTS, fluorescence dequenching, primary screen (AID 1986) | 290,000 tested, 0.3% active | cell-free peptide binding, fluorescence dequenching, 30 min; higher % means a stronger effect | inhibition, % at 20 µM, or IC50 in µM where a hit was titrated; in the data active = inhibition mostly above about 52%, no sharp cut-off; inactive = mostly below about 76%; also: some results filed as inactive read as strong as hits
LYP phosphatase – inhibitors of LYP phosphatase, biochemical, fluorescence intensity, uHTS (AID 1779) | one-dose inhibition, % at 11.5 µM; IC50 in µM for titrated hits | recombinant LYP phosphatase, fluorescence intensity; higher % means a stronger effect | 290,000 tested, 0.054% active; in the data active = inhibition above about 50%;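 also: plate controls were vehicle with enzyme for no effect and no enzyme for full effect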
AID2073 – inhibitors of Mint1-CaV2.2 protein interaction, biochemical, HTRF (AID 2073); inhibition, % at 20 µM, or IC50 in µM where a hit was titrated; HTRF protein-protein interaction, Mint1-CaV2.2; higher % means a stronger effect; 290,000 tested, 0.19% active; in the data active = inhibition mostly above about 51%, no sharp cut-off; inconclusive = no clear call, values can overlap the other calls; inactive = mostly below about 53%; also: some results filed as inactive read as strong as hits
RSV antiviral HEp-2 – RSV antiviral activity via CPE protection, HEp-2 cells, primary 10 µM value included (AID 2391). HEp-2 cells, RSV-induced CPE inhibition; higher % means a stronger effect. CPE inhibition, % at 10 µM; hits with a dose series show IC50 in µM. 310,000 tested, 0.13% active; in the data active = a potency from the dose series; inconclusive = CPE inhibition mostly from about 23% at the one dose, without a potency; inactive = the rest, 99 in 100 with CPE inhibition below about 21%; also: strong numbers were not always called active
MgcRacGAP inhibition – MgcRacGAP GTPase-activating activity inhibitors, confirmation, biochemical, ADP Hunter fluorescence. MgcRacGAP-stimulated Rac1 GTP hydrolysis, ADP Hunter fluorescence; higher % means a stronger effect; GST-tagged Rac1 F28L mutant substrate. one-dose inhibition, % at 30 µM; IC50 in µM for titrated hits. 340,000 tested, 0.6% active;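 active = first-screen hits whose inhibition reached a set limit at any dose in the follow-up dose series; inconclusive = inhibition above the set first-screen limit but never retested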;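 also: fluorescence reports GDP produced by GAP-driven GTP hydrolysis; strong numbers were not always called active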
SIAH1 antagonists – blockers of Siah-1 interaction with plectin peptide – biochemical, fluorescence polarization, rhodamine-plectin, uHTS, primary screen (AID 1817); displacement, % at 20 µM, or IC50 in µM where a hit was titrated; Siah-1 / rhodamine-plectin peptide fluorescence polarization; higher % means a stronger effect; 290,000 tested, 0.02% active;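 active = displacement of at least 50% at 20 µM, with a fluorescence ratio check between 0.3 and a set limit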;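 also: plate controls were Siah plus tracer with DMSO for no effect and tracer alone without Siah for full effect; strong numbers were not always called active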
XIAP antagonists – small molecules displacing peptide from XIAP – biochemical, IAP family, fluorescence polarization (AID 1018). XIAP BIR domain, fluorescence polarization peptide displacement; higher % means a stronger effect. 200,000 tested, 0.007% active. one-dose displacement, % at 20 µM; IC50 in µM for titrated hits; in the data active = displacement above about 50%; also: a part of the inactive calls stands beside numbers as strong as those of hits
NS5 inhibitors – flavivirus cap methylation enzyme inhibition – biochemical, confirmation dose response, primary screen (AID 588689); 340,000 tested, 0.3% active; inhibition, % at 25 µM, or IC50 in µM where a hit was titrated; Dengue-2 NS5 methyltransferase capping enzyme assay, biochemical; higher % means a stronger effect; in the data active = a potency from the dose series; inconclusive = inhibition above about 29% without an active follow-up result
NS5 inhibitors pilot replicate – further read-out of NS5 inhibitors, marked with its call; inhibition, %; measured here: pilot screen replicate inhibition
* hit, by the source's call; u = inconclusive; x = not tested or not shown.

SMILES	Large T inhibition	HIV peptide binding	LYP phosphatase	AID2073	RSV antiviral HEp-2	MgcRacGAP inhibition	SIAH1 antagonists	XIAP antagonists	NS5 inhibitors	others
Cc1nc2ccccn2c1C(=O)CSc1ccccc1Cl	12%	-2.4%	4%	-6%	u	-3%	9%	-2.0%	-12%
Cc1[nH]c2ccccc2c1/C=N/Nc1cccc(C(=O)O)c1	17%	15%	-5%	25%	4.3%	17%	-6%	x	1%
CCOc1cc(NC(=S)NCC2CCCO2)c(OCC)cc1NC(=O)c1cccc(F)c1 (stereo not drawn)	4%	-2.6%	5%	-6%	5.5%	5%	-12%	-1.8%	-4%
CCc1ccc(OCc2nnc(SCCN3CCOCC3)n2C)cc1	10%	-1.6%	-14%	-9%	0.1%	18%	6%	-4.4%	-9%
O=c1c(-c2ccccc2Cl)coc2c(CN3CCCCC3)c(O)ccc12	3%	-1.8%	-12%	46%	1.4%	7%	-4%	x	-1%
CC(=O)N1CC(C)c2scc(C)[n+]2-c2ccccc21 (stereo not drawn)	23%	3.1%	-3%	-34%	0.1%	7%	13%	-1.5%	2%
Cc1cccc(-c2ccc(C=Nc3c(C)n(C)n(-c4ccccc4)c3=O)o2)c1	20%	-1.4%	-8%	u	0.9%	9%	-2%	-1.5%	-9%
Cc1ccccc1NS(=O)(=O)c1ccc(C(=O)NN2CCCCC2)cc1	22%	-2.1%	-3%	28%	2.0%	0%	-5%	x	-3%
CC(=O)N1N=C(c2ccc(Cl)cc2)CC1c1ccco1 (stereo not drawn)	12%	-0.7%	-7%	19%	x	-1%	0%	x	2%
CC(=O)N1c2ccccc2CCc2ccc([N+](=O)[O-])cc21	-3%	-0.7%	-6%	9%	-0.9%	16%	-5%	x	-1%	NS5 inhibitors pilot replicate=-0.6
CCN(CC)CCP(=O)(c1ccccc1)c1ccccc1	1%	0.0%	0%	-4%	1.4%	6%	2%	-17%	-2%
COCCN(C(=O)CCC(=O)Nc1cc(C)on1)C(C(=O)NC1CCCC1)c1ccc(C(C)C)cc1 (stereo not drawn)	4%	0.4%	-3%	2%	-0.2%	-3%	2%	x	-10%
C=CCN1C(=NC(=O)CCC)SC2CS(=O)(=O)CC21 (stereo not drawn)	10%	-1.4%	-10%	-1%	0.8%	11%	-3%	-7.6%	-6%
O=C(Nc1ccccc1C(=O)O)c1cccc(NC(=O)c2ccccc2Cl)c1	11%	17%	-9%	7%	6.5%	13%	16%	x	-6%
Cc1ccc(Oc2nc3c(c(=O)n(Cc4ccccc4F)c(=O)n3C)n2C)cc1	20%	-0.4%	0%	-2%	3.9%	8%	-2%	2.9%	3%	NS5 inhibitors pilot replicate=-0.3
O=C(O)CC1CCC(=C(Cl)Cl)C1 (stereo not drawn)	28%	1.4%	-7%	1%	1.3%	17%	-1%	-0.8%	5%
Cc1ccc(-c2ccc(S(=O)(=O)NCC3CCCO3)cc2)cc1 (stereo not drawn)	x	1.0%	-11%	-8%	0.0%	12%	-2%	-4.2%	-2%
Clc1ccc(Nc2nc(C3CC3)cs2)cc1	8%	-2.1%	-6%	-6%	7.7%	11%	2%	-1.0%	1%
COc1ccc(NC(=O)CCN2CCCC(C)C2)cc1 (stereo not drawn)	-2%	-0.1%	-6%	17%	-0.2%	8%	-9%	-4.0%	0%
C=CCOc1ccc(/C(O)=C2/C(=O)C(=O)N(CCN3CCOCC3)C2c2ccc(C)cc2)cc1 (stereo not drawn)	3%	1.4%	5%	5%	1.3%	3%	0%	-6.0%	-2%
NNC(=O)c1c(O)c2cccc3c2n(c1=O)CCC3	0%	-1.6%	-5%	10%	1.0%	14%	-2%	x	-5%
CCOc1ccccc1NC(=O)CCn1cccc1	-2%	0.9%	-9%	0%	2.7%	-2%	0%	-5.3%	-10%
Cc1cc(OCC(=O)N(Cc2ccco2)C2CCS(=O)(=O)C2)ccc1Cl (stereo not drawn)	6%	-1.0%	-6%	-3%	x	x	11%	x	x
c1ccc(Oc2cccc3cccnc23)nc1	12%	-1.8%	-5%	17%	0.3%	7%	15%	x	4%
O=C(NCc1ccc(C(F)(F)F)cc1)C12CN(Cc3ccccc3)CC1C(c1cccc([N+](=O)[O-])c1)=NO2 (stereo not drawn)	2%	-1.0%	3%	4%	4.9%	8%	-4%	-6.0%	-7%
CCCCc1nnc(SC(C)C(=O)Nc2nccs2)n1C (stereo not drawn)	14%	-0.5%	-7%	7%	1.6%	8%	0%	x	-2%
CCOc1cc(N2CCOCC2)c(OCC)cc1NC(=O)c1ccco1	23%	0.6%	-7%	7%	0.1%	20%	0%	-3.6%	5%
O=[N+]([O-])c1cccnc1N1CCN(c2ccc(F)cc2)CC1	2%	-0.6%	-3%	-1%	0.6%	4%	1%	-10%	-3%
Cc1sc2nc(SCc3nc(-c4ccccc4)no3)n(-c3ccccc3)c(=O)c2c1C	13%	0.2%	9%	-6%	x	10%	-3%	-6.5%	-1%
COc1cc(NC(=O)c2c(OC)cccc2OC)ccc1NC(=O)c1cc2ccccc2o1	6%	-0.4%	-2%	18%	7.5%	8%	4%	x	-2%
COc1cc(C(=O)ON=C2C3CC4CC(C3)CC2C4)cc(OC)c1OC	7%	-1.1%	-4%	6%	4.5%	10%	2%	x	-3%
Cc1ccc(S(=O)(=O)NC(=O)N2CCC(C)CC2)cc1	0%	0.9%	-8%	0%	x	x	4%	-3.2%	x
O=[N+]([O-])c1cccc(C=Nc2cccc3ccccc23)c1O	2%	8.6%	-6%	-62%	0.7%	16%	-2%	x	14%
O=C(Cc1cccs1)NCc1cccs1	14%	-1.3%	1%	10%	x	4%	-1%	-2.0%	-9%
CC(C(=O)Nc1ncn[nH]1)N1C(=O)c2ccccc2C1=O (stereo not drawn)	23%	1.9%	-8%	16%	-0.7%	11%	-3%	-9.1%	-9%
CCNC(=S)Nc1cccc([N+](=O)[O-])c1	4%	-2.8%	-3%	-5%	0.0%	x	4%	-2.7%	x
CC[C@@]12C(=O)N(c3cccc(Br)c3)C(=O)N1[C@H](c1ccc(Br)cc1)[C@@H]1C(=O)N(C(C)(C)C)C(=O)[C@@H]12	6%	x	x	x	3.9%	7%	x	x	-13%
N#CC(C#N)=Cc1ccc(OCC(=O)N2CCOCC2)cc1	24%	0.6%	-2%	-7%	2.1%	15%	3%	-5.4%	0%
CCOCCn1c(=NC(=O)CSCC(=O)N2CCOCC2)sc2cc(OC)ccc21	16%	0.6%	3%	18%	1.3%	6%	2%	x	-1%
Cc1sc2ncnc(N(C)C3CCCCC3)c2c1C	2%	0.3%	0%	4%	16%	7%	-2%	x	-11%
O=S(=O)(Nc1nccs1)c1cc(Cl)ccc1Cl	21%	8.7%	-2%	-2%	0.2%	8%	-4%	-4.8%	-14%
O=C1CCCCCC1C1(O)C(=O)Nc2ccccc21 (stereo not drawn)	3%	2.4%	1%	-7%	1.4%	10%	8%	-1.1%	-3%
O=C(NC1CCCC1)C(c1ccccc1)N(Cc1ccc(F)cc1)C(=O)c1csnn1 (stereo not drawn)	0%	0.6%	-6%	1%	0.4%	-1%	-4%	x	-2%
Cc1ccc(NC(=O)c2cccc(Cl)c2)nc1	-2%	-0.4%	-9%	17%	0.8%	7%	0%	-1.6%	6%
Cc1cc(NC(=O)CSc2ccc3c(c2)OCCO3)no1	4%	-1.3%	-9%	-7%	1.4%	12%	2%	-7.5%	-9%
CCOCC(=O)Nc1ccc([N+](=O)[O-])cc1OC	10%	-1.5%	0%	-5%	27%	6%	2%	-4.1%	-4%
CC1CC(C)CN(CCOc2ccc(Br)cc2)C1 (stereo not drawn)	16%	0.9%	-2%	5%	-0.5%	18%	6%	-4.7%	-4%
CC(=O)Nc1ccc(-c2csc(Nc3ccc(S(N)(=O)=O)cc3)n2)cc1	1%	-0.9%	-2%	8%	-1.3%	-3%	4%	-1.1%	-13%
O=C(O)c1ccccc1-c1ccccc1C(=O)NCc1cccnc1	7%	-0.2%	-5%	3%	1.4%	-1%	5%	-5.2%	-1%
CN1CCN(S(=O)(=O)c2ccc(Sc3nc4ccccc4[nH]3)c3nsnc23)CC1	3%	2.9%	-1%	-53%	-0.3%	10%	-2%	-0.7%	3%
Oc1ccccc1CNCc1ccccc1	-2%	-1.7%	-6%	-3%	-2.1%	4%	4%	-3.8%	-2%
COc1ccccc1OCC(=O)Nc1ccc(C(N)=O)cc1	4%	0.2%	-7%	8%	3.3%	1%	-4%	-0.2%	-4%	NS5 inhibitors pilot replicate=-4.2
COC(=O)CCC(=O)Nc1ccccc1C(N)=O	17%	-2.3%	-8%	6%	1.1%	9%	-2%	-6.5%	5%
COc1ccc(C2N=C(c3ccccc3)NO2)cc1OC (stereo not drawn)	7%	-0.9%	-6%	4%	2.1%	0%	5%	x	2%
COc1ccc2[nH]c(C(=O)N3CCCN(Cc4ccc(F)cc4)CC3)cc2c1	6%	0.1%	-8%	5%	12%	-4%	3%	x	-2%
CCOC(=O)N1CCN(C(=O)CN(c2ccc3c(c2)OCO3)S(C)(=O)=O)CC1	8%	0.4%	-14%	5%	1.2%	3%	-2%	-6.3%	6%
COc1ccc(S(=O)(=O)N2CCOCC2)cc1NC(=O)C1COc2ccccc2O1 (stereo not drawn)	11%	x	x	x	-2.9%	-1%	x	x	6%
COCC(=O)Nc1cc([N+](=O)[O-])ccc1OC	13%	-0.7%	-6%	-2%	1.1%	1%	5%	-3.7%	6%
CC(=O)[C@H]1[C@H](c2cccc(Cl)c2)C(C#N)(C#N)[C@@H]2c3ccccc3C=CN21	9%	13%	-9%	7%	13%	x	-2%	-1.3%	x
CCC1(CC)NC(=O)N(CC(=O)NCc2ccc3c(c2)OCO3)C1=O	2%	0.0%	-6%	-1%	2.7%	3%	4%	-5.0%	-4%
Cc1onc(-c2c(F)cccc2Cl)c1C(=O)Nc1ccc(S(=O)(=O)Nc2ncccn2)cc1	3%	-1.0%	-3%	-2%	x	10%	0%	-1.9%	-2%
O=C(NC(=S)N1CCN(C2CCCCC2)CC1)c1ccccc1	1%	-0.4%	-8%	6%	1.3%	-1%	2%	-5.0%	6%
Cc1coc2cc3oc(=O)c4c(c3cc12)CCCC4	20%	-3.0%	-3%	25%	5.5%	2%	2%	-3.8%	-2%

Fetched one by one from the entries so far (3):
SMILES	Large T inhibition	HIV peptide binding	LYP phosphatase	AID2073	RSV antiviral HEp-2	MgcRacGAP inhibition	SIAH1 antagonists	XIAP antagonists	NS5 inhibitors	others
Cc1ccccc1NS(=O)(=O)c1ccc(C(=O)NN2CCCCC2)cc1	22%	-2.1%	-3%	28%	2.0%	0%	-5%	x	-3%
COC(=O)CCC(=O)Nc1ccccc1C(N)=O	17%	-2.3%	-8%	6%	1.1%	9%	-2%	-6.5%	5%
COc1cc(NC(=O)c2c(OC)cccc2OC)ccc1NC(=O)c1cc2ccccc2o1	6%	-0.4%	-2%	18%	7.5%	8%	4%	x	-2%
